# MCF10A rerep = inducers of DNA re-replication in MCF 10A breast cells; MCF 10A DNA re-replication, Hoechst nuclear intensity, 48 h; Potency, µM (highest dose often 46.1 µM), without a hit: at the top dose activity, positive = re-replication, usual class: activators; 350,000 compounds, 2.9% hits; AID 624296; note: potency is the fitted concentration of half-maximal effect; % of control where 0% means no effect; nearly all actives have a fitted effect of over 50% in size
# WRN helicase inh = blocks human WRN helicase | Potency, µM (top dose mostly 114 µM), for the others: at the top dose activity change, negative = inhibition, usual class: inhibitors | Q14191 | 360,000 compounds, 0.46% hits | WRN helicase unwinding, fluorescent forked duplex, kinetic; note: potency is the fitted concentration of half-maximal effect; % is set by controls: 0 for no effect and ±100 for the full control effect; nearly all actives have a fitted effect of over 55% in size
#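 WRN at 20 nM final preincubated with compound 15 min at room temperature; reaction started with 100 nM fluorophore/quencher forked duplex oligonucleotide and 2 mM ATP final. Unwinding followed kinetically by red fluorescence (ex 525, em 598 nm).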
# HT1080NT lethal = kills 2HG-producing HT-1080-NT fibrosarcoma cells | AID 686970 | HT-1080-NT fibrosarcoma viability, CellTiter-Glo ATP luminescence, 48 h | 360,000 compounds, 1.6% hits | Potency, µM (series often up to 46.1 µM), for inactives: top-dose activity, negative = less viability, actives largely listed as cytotoxic;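 note: NT is the 2HG producing partner of a matched IDH1 knockdown line; potency is the fitted concentration of half-maximal effect; 0% = DMSO-treated cells and -100% = media-only wells without cells; nearly all actives have a fitted effect of over 55% in size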
#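 Luminescent CellTiter-Glo readout after 48 hours of compound exposure at 37 degrees C defined viability of HT-1080-NT cells. Activity was normalized to DMSO wells and cell-free media wells; concentration-response curves were fitted and assigned curve classes.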
# KB-3-1 tox = KB-3-1 parental cell cytotoxicity | KB-3-1 viability, CellTiter-Glo ATP luminescence, 72 h | Potency, µM (series often up to 46.1 µM), without a hit: at the top dose activity change, negative = cytotoxic, most hits filed as cytotoxic | 400,000 compounds, 1.4% hits; note: potency is the fitted concentration of half-maximal effect; % is set by controls: 0 for no effect and ±100 for the full control effect; nearly all actives have a fitted effect of over 60% in size
#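 KB-3-1 cells, DMEM (no phenol red) + 10% FBS; compound by pin transfer, 72 h, 37 °C. Readout: CellTiter-Glo luminescence after 10 min. Data normalized, curve-fitted.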
# HT1080 IDH1KD tx = kills HT-1080 cells with IDH1 knockdown | HT-1080 IDH1 knockdown viability, ATP luminescence, 48 h | Potency, µM (titrated, usually from 46.1 µM), for the others: at the top dose activity, negative = toxicity, hits mostly cytotoxic | 360,000 compounds, 2% hits | AID 686971;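 note: potency is the fitted concentration of half-maximal effect; 0% = DMSO wells and -100% = cell-free medium wells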
#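 Viability of IDH1-knockdown HT-1080 fibrosarcoma cells was assessed by CellTiter-Glo after 48 h at 37 °C with titrated compound; concentration-effect curves were classified by fit quality and response size.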
# SW480 rereplic = inducers of DNA re-replication in SW480 colon cancer cells. SW480 DNA re-replication, Hoechst DNA content imaging, 48 h. Potency, µM (series often up to 46.1 µM), for inactives: top-dose re-replication activation, hits mostly activators. 340,000 compounds, 1.8% hits. AID 624297; note: potency is the fitted concentration of half-maximal effect; % of control where 0% means no effect; nearly all actives have a fitted effect of over 55% in size
#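 Readout is total intensity of Hoechst-stained nuclei, excited at 405 nm and collected at 500-530 nm. Compound treatment lasted 48 hr at 37 C in 5% CO2 before staining.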
# KB-V1 cytotox = KB-V1 MDR subline cytotoxicity. AID 1347076. 400,000 compounds, 3.4% hits. Potency, µM (top dose mostly 46.1 µM), for inactives: top-dose activity change, negative = cytotoxicity, hits mostly cytotoxic. KB-V1 MDR cells viability, CellTiter-Glo, 72 h; note: potency is the fitted concentration of half-maximal effect; % is set by controls: 0 for no effect and ±100 for the full control effect; nearly all actives have a fitted effect of over 60% in size
#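 Cytotoxicity toward P-gp-expressing KB-V1 cells was determined as loss of CellTiter-Glo luminescence after 72 h at 37 degrees C. Compounds were tested in quantitative HTS format across a concentration range, with curves fitted to normalized data.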
# ATXN2 expr inh = inhibitors of ATXN2 expression | HEK-293 ATXN2-luciferase reporter, luminescence, 24 h | Potency, µM (highest dose often 57 µM), for the others: at the top dose activity change, negative = inhibition, hits mostly inhibitors | 360,000 compounds, 0.72% hits | AID 1745845; note: potency is the fitted concentration of half-maximal effect; % is set by controls: 0 for no effect and ±100 for the full control effect; nearly all actives have a fitted effect of over 55% in size
#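 ATXN2-luciferase reporter cells (luciferase flanked by upstream and downstream ATXN2 gene portions) were treated 24 h at 37 °C with compounds at up to 57 uM. SteadyGlo luminescence gave expression; GF-AFC fluorescence gave viability.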
# IL1B secr inh = blocks inflammasome-driven IL-1 beta release; THP-1 LPS/ATP IL-1B secretion, AlphaLISA, 16 h; stronger effect = lower value; activity change, % at 57.5 µM; 360,000 compounds, 4.7% hits; AID 743279; in the data active = activity change below about -50%; inconclusive = mostly about -30% to -49%; note: % is set by controls: 0 for no effect and ±100 for the full control effect
#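 THP-1 cells pretreated 1 hr with compounds (up to 57.5 uM final), then stimulated with LPS (250 ng/mL final) plus ATP (1.25 mM final); secreted IL-1B measured by AlphaLISA after 16 hr, decreased signal indicating inhibition.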
# An asterisk follows results filed as active; ? = inconclusive; / = not tested or not shown; [ ] = another dose, or the depositor's remark. Unless noted, calls come from the whole dose curve; as a rule, active = well fitted curve in the direction sought with a large enough effect; inconclusive = small, poorly fitted or top-dose-only effect, or another doubt; inactive = no such curve, though single readings can be large; an effect the other way counts as inactive or inconclusive.
canonical_smiles	MCF10A rerep	WRN helicase inh	HT1080NT lethal	KB-3-1 tox	HT1080 IDH1KD tx	SW480 rereplic	KB-V1 cytotox	ATXN2 expr inh	IL1B secr inh
C[C@H](CO)N1C[C@H](C)[C@@H](CN(C)S(=O)(=O)c2ccc(C#N)cc2)OCc2cnnn2CCCC1=O	/	2.2%	15.4%	4.5%	0.9%	/	3.0%	-1.9%	13.2
CCn1cc(C(=O)NC(C)C23CC4CC(CC(C4)C2)C3)cn1 (stereo unspecified)	1.1%	-30.8%[57.1 µM]	1.4%	1.8%	-6.1%	-1.5%	?	-2.4%	-6.7
O=C(Nc1ccccc1)c1cccc(N2C(=O)C3C4C=CC(C4)C3C2=O)c1 (stereo unspecified)	5.9%	-24.8%	-0.3%	/	-0.2%	13.4%	/	3.9%	18.6
N#CC(c1ccc(F)cc1)c1ccc(C(=O)c2ccc(F)cc2)cc1 (stereo unspecified)	23.5%	-21.2%	-14.2%	?	-13.3%	?	-18.0%	-15.7%	?
CCn1c(=O)c2cc(C(=O)NCCN(C)C)sc2c2ccccc21	?	18.3%	?	-28.1%	?	?	-9.7%	-4.9%	/
Cc1nc(=O)c(-c2ccccc2)c(C)n1-c1ccccc1Cl	-1.1%	-10.2%	0.7%	2.5%	0.1%	9.0%	-0.1%	/	-16.8
CC(C)CC(=O)NC(=S)Nc1ccc(NC(=O)c2cccs2)cc1	8.4%	4.7%	0.6%	5.0%	-7.3%	10.1%	-1.6%	-2.8%	-21.5
COc1ccccc1NC(=O)Nc1ccc(CC#N)cc1	1.2%	2.5%	-4.1%	-9.5%	0.8%	0.0%	-1.7%	/	?
COc1ccc(S(=O)(=O)N(C)C)cc1NC(=O)c1ccc2c(c1)NC(=O)C(C)S2 (stereo unspecified)	2.3%	8.5%	-4.0%	1.8%	1.4%	0.6%	?	/	-23.3
NCC(c1ccc(Cl)cc1Cl)c1c[nH]c2ccccc12 (stereo unspecified)	?	-4.8%[57.1 µM]	?	?	?	?	?	-38.7%	-87.6*
Cc1cc(NS(=O)(=O)c2ccc(NC(=O)CSc3nnc(-c4ccco4)n3Cc3ccco3)cc2)nc(C)n1	?	-35.5%	6.5%	8.7%	20.9%	-31.3%	-4.0%	-0.4%	9.5
CC(=O)Nc1cc([N+](=O)[O-])ccc1OCc1ccccc1	-0.9%	6.2%	1.2%	0.1%	9.3%	-0.8%	18.4µM*	0.2%	11.8
Cc1[nH][nH]c(=O)c1N=Nc1ccccc1	1.7%	-7.7%	7.9%	-3.4%	14.0%	-0.7%	?	-11.3%	15.2
CC(C(=O)Nc1ccccc1-c1ccccc1)N1CCCCC1 (stereo unspecified)	7.3%	-8.8%	4.0%	3.7%	4.1%	1.8%	-28.0%	-3.7%	25.2
O=C1c2ccccc2C(c2nnnn2Cc2ccccc2)N1CCOc1ccccc1 (stereo unspecified)	/	-5.0%	10.7%	2.5%	0.2%	/	?	45.4%[activator]	35.5
Cn1cnc([N+](=O)[O-])c1Sc1n[nH]c(N)n1	8.7%	-0.9%	11.8%	0.4%	13.7%	-4.9%	2.5%	/	-20.2
CCNCc1nc2cc(Cl)ccc2c(=O)[nH]1	20.9%	-5.2%	-6.8%	2.1%	0.2%	3.9%	0.0%	-10.2%	1.5
COc1ccc(-c2csc3ncn(-c4cccc(C)c4)c(=O)c23)cc1OC	1.7%	-3.9%	-14.1%	2.0%	-18.1%	0.7%	?	/	?
CC(=O)Oc1ccc2c(=O)c(N3C(=O)c4ccccc4C3=O)c(C)oc2c1	-3.6%	-3.5%	11.4%	10.9%	9.6%	2.6%	18.3%	-7.5%	19.8
CN(C)S(=O)(=O)c1cccc(C(=O)NCc2ccco2)c1	0.5%	-6.0%	14.3%	-10.7%	4.4%	-18.3%	1.0%	3.6%	10.2
Cc1ccc(S(=O)(=O)CCC(=O)c2ccc(F)cc2)cc1	4.61µM*	-15.6%	?	-1.3%	?	?	15.5%	12.4%	-60.6*
CC(NC(=O)Oc1cccc2ccccc12)c1ccccc1 (stereo unspecified)	-3.9%	-0.1%	-13.5%	-0.8%	-26.1%	2.4%	-18.9%	-4.9%	19.7
CS(=O)(=O)c1ccc2nc(NC(=O)CS(=O)(=O)Cc3ccccc3)sc2c1	-3.1%	-4.8%	2.6%	1.7%	4.1%	-0.5%	?	/	17.7
COc1ccccc1-c1cc2nc(NCCc3ccncc3)ccn2n1	/	-9.5%	1.9%	0.0%	8.8%	/	4.0%	-20.5%	-23.1
CC(C)CC(=O)NC(=S)Nc1ccc(S(=O)(=O)N2CCCC2)cc1	-6.3%	0.3%[57.1 µM]	-5.6%	-1.8%	8.3%	-1.8%	?	-13.5%	2.2

# 4 compounds drawn at random from the list so far, as already listed:
canonical_smiles	MCF10A rerep	WRN helicase inh	HT1080NT lethal	KB-3-1 tox	HT1080 IDH1KD tx	SW480 rereplic	KB-V1 cytotox	ATXN2 expr inh	IL1B secr inh
N#CC(c1ccc(F)cc1)c1ccc(C(=O)c2ccc(F)cc2)cc1 (stereo unspecified)	23.5%	-21.2%	-14.2%	?	-13.3%	?	-18.0%	-15.7%	?
CC(C)CC(=O)NC(=S)Nc1ccc(S(=O)(=O)N2CCCC2)cc1	-6.3%	0.3%[57.1 µM]	-5.6%	-1.8%	8.3%	-1.8%	?	-13.5%	2.2
CS(=O)(=O)c1ccc2nc(NC(=O)CS(=O)(=O)Cc3ccccc3)sc2c1	-3.1%	-4.8%	2.6%	1.7%	4.1%	-0.5%	?	/	17.7
NCC(c1ccc(Cl)cc1Cl)c1c[nH]c2ccccc12 (stereo unspecified)	?	-4.8%[57.1 µM]	?	?	?	?	?	-38.7%	-87.6*

# Remaining list, next part
canonical_smiles	MCF10A rerep	WRN helicase inh	HT1080NT lethal	KB-3-1 tox	HT1080 IDH1KD tx	SW480 rereplic	KB-V1 cytotox	ATXN2 expr inh	IL1B secr inh
Cc1nn(Cc2ccc(C(=O)NC3CCCCC3)o2)c(C)c1Br	?	-8.6%	-8.3%	-8.2%	-13.8%	11.4%	-23.9%	-12.7%	-28.2
Cc1nn(C)c(Oc2cccc(Cl)c2)c1C#N	-2.4%	13.7%	0.4%	-5.6%	-2.8%	0.9%	-9.6%	/	-9.9
C[C@H](C(O)c1ccccc1)N(C)C(=O)CN (stereo partly specified)	2.9%	7.8%	9.4%	17.3%	1.6%	-59.1%[inhibitor]	9.4%	4.9%	16.1
O=C1CC(N2CCN(C/C=C/c3ccccc3)CC2)C(=O)N1Cc1ccc(N2CCCC2=O)cc1 (stereo unspecified)	7.7%	10.5%	-5.8%	?	-5.5%	-0.7%	10.3µM*	-18.4%	-18.0
CCCCCn1c(=O)[nH]c2cc(C(=O)NCCN3CCCCC3C)ccc2c1=O (stereo unspecified)	-7.1%	1.0%	-18.8%	-13.0%	-13.4%	-11.6%	-7.5%	-8.4%	-4.9
COc1ccc(Cl)cc1C(=O)NNC(=O)C1COc2ccccc2O1 (stereo unspecified)	8.6%	1.4%	5.3%	-7.6%	-0.5%	5.4%	-22.7%	14.7%	38.2
COc1ccccc1NC(=O)C(O)C(O)C(=O)Nc1ccccc1OC (stereo unspecified)	-1.7%	-3.1%	20.5%	4.0%	13.3%	-1.3%	-0.1%	4.6%	8.6
O=S1(=O)CC(c2ccccc2)=NN=C(c2ccccc2)C1	/	1.3%	16.3%	16.7%	7.5%	/	-7.1%	/	37.6
Cc1cccc(CSc2ccc(S(=O)(=O)N3CCCC3)cn2)c1	5.2%	-7.7%	-10.0%	-10.1%	-2.9%	-1.7%	-21.3%	/	16.3
COc1ccc(NC(=O)Cn2cc(C(C)=O)c3ccccc32)cc1	-3.1%	2.4%	?	?	-9.0%	?	-1.2%	-15.6%	48.5
N#C/C(=C\c1ccc([N+](=O)[O-])cc1)C(=O)NCCCn1ccnc1	?	-4.1%	14.3%	?	-9.2%	0.3%	9.8%	-3.0%	-12.5
Cn1c(CN2CCCCC2)nc2cc(NS(=O)(=O)c3ccc(Cl)cc3)ccc21	-2.4%	-9.5%	-28.7%	2.1%	-14.4%	-2.5%	?	-4.2%	-15.6
CC(NC(=O)CSc1nnc(CC(=O)Nc2ccc(Cl)c(Cl)c2)n1C)c1ccccc1 (stereo unspecified)	-1.5%	9.7%	-14.2%	6.1%	-10.1%	-4.7%	-4.4%	-7.6%	25.3
CN(C)NC(=S)NC1CCS(=O)(=O)C1 (stereo unspecified)	-1.8%	-8.2%	13.9%	24.4%	8.4%	-5.5%	23.3%	-0.4%	9.1
Cc1cccc(C)c1OCc1nnc2c3cnn(C)c3ncn12	-0.7%	8.1%	14.0%	7.9%	11.9%	0.4%	?	-2.4%	-17.1
CCCn1nc(Oc2nc(NC(C)C)nc(N(C)C)n2)ccc1=O	-0.3%	4.4%	8.1%	5.2%	7.8%	-11.6%	16.1%	-1.0%	19.0
O=C(NCC(c1ccco1)N1CCCC1)c1cccc(S(=O)(=O)N2CCc3ccccc32)c1 (stereo unspecified)	/	-3.8%	-6.7%	-5.7%	-24.2%	/	-27.5%	/	-9.9
Cc1cc(C)cc(OCC(=O)N2N=C(c3cccnc3)CC2(O)C(F)(F)F)c1 (stereo unspecified)	4.7%	-7.9%	-13.5%	-17.7%	-21.6%	13.3%	?	-7.4%	12.4
CCC1(C)Cc2c(sc(NC(=O)CCC(=O)O)c2C#N)CO1 (stereo unspecified)	-0.5%	-0.4%	16.9%	9.2%	14.6%	-5.2%	23.5%	-4.3%	2.1

# Assay outcomes (PubChem BioAssay)
